AID2073: inhibitors of Mint1-CaV2.2 protein interaction, biochemical, HTRF (AID 2073); 290,000 tested, 0.19% active; inhibition, % at 20 µM, or IC50 in µM where a hit was titrated; HTRF protein-protein interaction, Mint1-CaV2.2; higher % means a stronger effect; in the data active means inhibition mostly above about 51%, no sharp cut-off; further: some results filed as inactive read as strong as hits
HIV fusion peptide: inhibitors of HIV fusion peptide binding, primary screen, biochemical, uHTS, fluorescence dequenching (AID 1986) | cell-free peptide binding, fluorescence dequenching, 30 min; higher % means a stronger effect | inhibition, % at 20 µM; hits with a dose series show IC50 in µM | 290,000 tested, 0.3% active; in the data active means inhibition mostly above about 52%, no sharp cut-off; inactive means mostly below about 76%; further: some results filed as inactive read as strong as hits
* = called active by the depositor. Not all compounds are listed; count on the stated rates, not on these rows.

Results for CC(=O)C1=C(O)C(=O)N(c2ccc(O)cc2)C1c1cccc(F)c1 (centres undefined) ?
AID2073: 9.9%; HIV fusion peptide: 0.5%

Results for CC(=O)c1cccc(NC(=O)CCCNC(=O)c2ccc(Cl)cc2)c1 ?
AID2073: 10.1%; HIV fusion peptide: -2.1%

Results for Cn1ccc(C(=O)OCC(=O)Nc2ccccc2Cl)n1 ?
AID2073: -7.2%; HIV fusion peptide: 0.3%

What do the screens show for `COc1ccc(C(=O)Nc2ccc(S(=O)(=O)Nc3cnc4ccccc4n3)cc2)cc1`?
AID2073: 15.1%; HIV fusion peptide: 11.8%

How did CC1CN(C(=O)CCCN2C(=O)c3ccccc3C2=O)CC(C)O1 (centres undefined) do in these assays?
AID2073: -7.3%; HIV fusion peptide: 0.2%

Results for Cc1ccc(NC(=O)Nc2cccc(F)c2)nc1 ?
AID2073: 10.6%; HIV fusion peptide: 1.0%

How did O=C(c1c[nH]c2ccccc12)C(Cl)c1ccccc1 (centres undefined) do in these assays?
AID2073: -0.1%; HIV fusion peptide: 0.5%

What do the screens show for `CC(C)Cc1ccc(C(C)C(N)=NCCc2ccccc2)cc1` (centres undefined)?
AID2073: 9.6%; HIV fusion peptide: 1.2%

Results for O=C(CN1C(=O)CCSc2ccc(S(=O)(=O)N3CCCC3)cc21)Nc1ccccc1Cl ?
AID2073: -9.1%; HIV fusion peptide: 0.4%

What do the screens show for `Cc1cccnc1NC(=O)c1nn(C)c2c1CS(=O)(=O)c1ccccc1-2`?
AID2073: 0.9%; HIV fusion peptide: 3.2%

What do the screens show for `Cc1cccc(NS(=O)(=O)c2ccc(NC(=O)N3CCCCC3)cc2)c1`?
AID2073: -1.0%; HIV fusion peptide: -0.1%

What do the screens show for `O=C(Cc1ccc(F)cc1)Nc1ccc2[nH]ncc2c1`?
AID2073: -2.3%; HIV fusion peptide: 0.9%

How did Cc1ccnc2nc(NC(=O)c3ccco3)nn12 do in these assays?
AID2073: -1.6%; HIV fusion peptide: 0.6%

How did COc1ccc(C(=O)NCC(=O)N/N=C/c2cccnc2)cc1OC do in these assays?
AID2073: 7.9%; HIV fusion peptide: 0.0%

What do the screens show for `COc1cccc(CNC(=O)c2ccc(CS(=O)(=O)Cc3ccccc3C)o2)c1`?
AID2073: -0.8%; HIV fusion peptide: 0.8%

What do the screens show for `COCc1cc(C)nc(SCc2ccc([N+](=O)[O-])cc2)c1C#N`?
AID2073: 12.9%; HIV fusion peptide: -1.0%

What do the screens show for `O=C(CCS(=O)(=O)c1ccccc1)Nc1ccc(Cl)cn1`?
AID2073: 11.4%; HIV fusion peptide: 0.9%

Results for COc1ccc(C(=O)c2c(-c3cccc(C)c3)oc3ccc(N4CCOCC4)cc23)cn1 ?
AID2073: 34.7%; HIV fusion peptide: 1.7%

Results for COc1ccc(-c2nc(CSCC(=O)NCCCN3CCCC3=O)c(C)o2)cc1 ?
AID2073: 1.0%; HIV fusion peptide: 2.3%

Results for COCc1nnc(NC(=O)c2ccc(S(=O)(=O)N3CCCC3)cc2)o1 ?
AID2073: 4.3%; HIV fusion peptide: -1.3%

Results for C/C(=N\NC(=O)c1ccc(Cl)cc1)c1cccnc1 ?
AID2073: 2.1%; HIV fusion peptide: 0.8%

Results for Cc1ccccc1C(=O)N1CCN(CCNC(=O)C(=O)Nc2ccc(Br)cc2)CC1 ?
AID2073: 2.7%; HIV fusion peptide: -0.1%

Results for Cc1nn(CC(=O)NCCc2ccccc2)c(=O)c2cc3occc3n12 ?
AID2073: 4.9%; HIV fusion peptide: -0.3%

How did Cc1ccc(Cl)c(OCC(=O)Nc2ccccc2C(=O)NC2CC2)c1 do in these assays?
AID2073: 0.5%; HIV fusion peptide: 1.4%

Results for COCCNC(=O)Cn1ccc2cc(S(=O)(=O)N3CCCCC3)ccc21 ?
AID2073: 4.0%; HIV fusion peptide: -0.9%

Results for C=CCOC(=O)C1=C(C)NC(=O)NC1c1cc2c(cc1Br)OCO2 (centres undefined) ?
AID2073: 2.4%; HIV fusion peptide: -0.4%

Results for Cn1c(=N)n(CC(=O)c2ccc(F)cc2)c2ccccc21 ?
AID2073: -1.3%; HIV fusion peptide: -0.7%

What do the screens show for `Cc1[nH]n(-c2ccccc2)c(=O)c1N=Nc1c(Cl)cccc1Cl`?
AID2073: 10.0%; HIV fusion peptide: -1.5%

What do the screens show for `CC(C)(CC(=O)OCC(=O)Nc1ccccc1F)CC1=NS(=O)(=O)c2ccccc2N1`?
AID2073: -4.5%; HIV fusion peptide: 0.2%

How did CCC(C(=O)NC(CC(=O)O)c1ccc(Cl)cc1)c1ccccc1 (centres undefined) do in these assays?
AID2073: 12.2%; HIV fusion peptide: 0.0%

Overlap with the part before: 2 entries, followed by the next part.
What do the screens show for `CC(C)(CC(=O)OCC(=O)Nc1ccccc1F)CC1=NS(=O)(=O)c2ccccc2N1`?
AID2073: -4.5%; HIV fusion peptide: 0.2%

How did CCC(C(=O)NC(CC(=O)O)c1ccc(Cl)cc1)c1ccccc1 (centres undefined) do in these assays?
AID2073: 12.2%; HIV fusion peptide: 0.0%

Results for CCCC1(c2ccccc2)NC(=O)N(C/C=C/Cl)C1=O (centres undefined) ?
AID2073: 5.0%; HIV fusion peptide: 1.5%

Results for CCC1Oc2ccccc2N(CC(=O)NC2CCCCC2)C1=O (centres undefined) ?
AID2073: 7.1%; HIV fusion peptide: -2.0%

Results for Cc1ccc2c(c1)N(CC(=O)NCC1CCCO1)C(=O)C(C(C)C)O2 (centres undefined) ?
AID2073: 13.4%; HIV fusion peptide: 0.8%

How did Cc1ccccc1CN1CCNC(=O)C1CC(=O)NCCN1CCCCC1=O (centres undefined) do in these assays?
AID2073: 4.0%; HIV fusion peptide: 1.5%

Results for CCOc1ccccc1CNC(=O)C1CCN(c2nn3c(=O)cc(C)nc3s2)CC1 ?
AID2073: 7.4%; HIV fusion peptide: -1.8%

How did CC(C)CCNC(=O)CN(C(=O)CCC(=O)Nc1nccs1)c1ccc2c(c1)OCCO2 do in these assays?
AID2073: 0.3%; HIV fusion peptide: 1.3%

Results for O=C1CCCCC1Oc1ccc2ccc(=O)oc2c1 (centres undefined) ?
AID2073: 15.7%; HIV fusion peptide: -0.5%

How did Cc1ccc(F)cc1CNC(=O)C1CCC(=O)N(CC2CCCCC2)C1 (centres undefined) do in these assays?
AID2073: 7.2%; HIV fusion peptide: 0.6%

What do the screens show for `CC(CC(=O)N1CCN(c2cccc(Cl)c2)CC1)S(=O)(=O)c1ccc2c(c1)NC(=O)CO2` (centres undefined)?
AID2073: -1.0%; HIV fusion peptide: 0.7%

How did C/C(=N/NC(=O)c1cccc(Br)c1)C1CC2CCC1C2 (centres undefined) do in these assays?
AID2073: 6.0%; HIV fusion peptide: 0.1%

What do the screens show for `O=C(NNS(=O)(=O)c1ccc([N+](=O)[O-])cc1)C1CCCCC1`?
AID2073: -0.9%; HIV fusion peptide: 42.9%

What do the screens show for `COc1ccc(OC)c(NC(=O)CSc2nc3ccccc3c(=O)n2CC2CCCO2)c1` (centres undefined)?
AID2073: -3.9%; HIV fusion peptide: 0.0%

How did Cc1csc(N/N=C/c2ccccc2F)n1 do in these assays?
AID2073: -4.2%; HIV fusion peptide: -0.7%

Results for O=C(Nc1cccnc1)c1cc(-c2ccc(Cl)c(Cl)c2)on1 ?
AID2073: 16.9%; HIV fusion peptide: 0.6%

How did O=C(NC1CCSc2ccccc21)c1cccc([N+](=O)[O-])c1 (centres undefined) do in these assays?
AID2073: 8.6%; HIV fusion peptide: -0.2%

What do the screens show for `CC(=O)N1CCN(c2ccccc2NC(=O)c2ccco2)CC1`?
AID2073: 14.3%; HIV fusion peptide: -1.2%

What do the screens show for `CCOc1ccc(Nc2nc(-c3cccnc3)cs2)cc1`?
AID2073: 1.2%; HIV fusion peptide: -0.1%

Results for O=C(c1cc(Cl)ccc1F)N1CCCC(Nc2ccc3c(c2)OCCO3)C1 (centres undefined) ?
AID2073: -33.6%; HIV fusion peptide: -0.1%

How did CN(CCC1CCOCC1)C(=O)CC1C(=O)NCCN1Cc1cccc(F)c1 (centres undefined) do in these assays?
AID2073: -6.4%; HIV fusion peptide: 0.5%

How did Cc1ccn2c(CNC(C)c3cn(C)nc3C)c(C(=O)N3CCCCCC3)nc2c1 (centres undefined) do in these assays?
AID2073: 1.2%; HIV fusion peptide: 0.3%

How did COc1ccc(/C=C2\Sc3ccc(C(=O)NCC4CCCO4)cc3N(C)C2=O)cc1 (centres undefined) do in these assays?
AID2073: -39.4%; HIV fusion peptide: -1.7%

Results for CN(CCCNC(=O)c1nn(C)c2c1CS(=O)(=O)c1ccccc1-2)Cc1ccccc1 ?
AID2073: 7.5%; HIV fusion peptide: 2.5%

What do the screens show for `Cc1cc(C)nc(SCC(=O)OCC(=O)Nc2ccccc2)n1`?
AID2073: 20.1%; HIV fusion peptide: 2.0%

How did COc1ccc(N(CC(=O)NCc2ccc(F)cc2)S(=O)(=O)c2c(C)n[nH]c2C)cc1 do in these assays?
AID2073: -7.5%; HIV fusion peptide: 1.0%

How did O=C(CN(C(=O)c1csnn1)c1ccc(F)cc1)NCc1ccc2c(c1)OCO2 do in these assays?
AID2073: -13.1%; HIV fusion peptide: -1.7%

What do the screens show for `O=C(COc1ccccc1)Nc1nnc(S(=O)(=O)N2CCCC2)s1`?
AID2073: 17.8%; HIV fusion peptide: 1.0%

What do the screens show for `COc1ccc(Cc2nnc(NC(=O)c3cc(OC)cc(OC)c3)s2)cc1`?
AID2073: -2.5%; HIV fusion peptide: 1.4%

How did CN(C(=O)CCN1CCCO1)C1CCCN(Cc2ccccc2F)C1 (centres undefined) do in these assays?
AID2073: 5.4%; HIV fusion peptide: 1.3%

How did Cc1cc(C)c(SCCc2ccncc2)c(C)c1 do in these assays?
AID2073: -8.9%; HIV fusion peptide: 1.1%

How did Cc1ccc(S(=O)(=O)NNC(=O)c2sc(NS(=O)(=O)c3ccccc3)nc2C)cc1 do in these assays?
AID2073: -0.2%; HIV fusion peptide: 6.6%

Next section (five carried over from the part before).
What do the screens show for `O=C(COc1ccccc1)Nc1nnc(S(=O)(=O)N2CCCC2)s1`?
AID2073: 17.8%; HIV fusion peptide: 1.0%

What do the screens show for `COc1ccc(Cc2nnc(NC(=O)c3cc(OC)cc(OC)c3)s2)cc1`?
AID2073: -2.5%; HIV fusion peptide: 1.4%

How did CN(C(=O)CCN1CCCO1)C1CCCN(Cc2ccccc2F)C1 (centres undefined) do in these assays?
AID2073: 5.4%; HIV fusion peptide: 1.3%

How did Cc1cc(C)c(SCCc2ccncc2)c(C)c1 do in these assays?
AID2073: -8.9%; HIV fusion peptide: 1.1%

How did Cc1ccc(S(=O)(=O)NNC(=O)c2sc(NS(=O)(=O)c3ccccc3)nc2C)cc1 do in these assays?
AID2073: -0.2%; HIV fusion peptide: 6.6%

What do the screens show for `O=C(NCC1CCN(Cc2ccc(F)cc2)CC1)C1CCCN(c2ncnc3c2nc2n3CCCCC2)C1` (centres undefined)?
AID2073: 2.2%; HIV fusion peptide: 1.5%

What do the screens show for `Cc1ccc(C)c(N2CCN(C(=O)CCC(=O)Nc3nnc(CC(C)C)s3)CC2)c1`?
AID2073: -13.1%; HIV fusion peptide: -0.6%

What do the screens show for `O=C(NCCCn1ccnc1)c1cc(Cl)cc(Cl)c1`?
AID2073: 10.8%; HIV fusion peptide: -1.4%

What do the screens show for `CC(=O)N1CCN(C(=O)C2(NC(=O)Nc3ccccc3Cl)CCCCC2)CC1`?
AID2073: -8.0%; HIV fusion peptide: -0.4%

What do the screens show for `Cc1ccc(C2=NS(=O)(=O)N(C)C(C(=O)NCc3ccc(F)cc3)=C2)cc1`?
AID2073: 4.9%; HIV fusion peptide: -2.7%

What do the screens show for `CCN(c1cccc(C)c1)S(=O)(=O)c1cc(CN2C(=O)c3cccnc3C2=O)ccc1OC`?
AID2073: 2.5%; HIV fusion peptide: 0.9%

How did CS(=O)(=O)Nc1ccccc1C(=O)NCCSc1ccc(Cl)cc1 do in these assays?
AID2073: 8.0%; HIV fusion peptide: -0.4%

What do the screens show for `CC(=O)Nc1ccccc1NC(=O)C/C(C)=N/NC(=O)C1CCCCC1`?
AID2073: 26.0%; HIV fusion peptide: -1.3%

How did COc1ccc(-c2oc3ncnc(NCCCO)c3c2-c2ccc(OC)cc2)cc1 do in these assays?
AID2073: 7.1%; HIV fusion peptide: 0.4%

Results for O=S(=O)(Cc1ccc(Cl)cc1)N1CCN(c2ncccn2)CC1 ?
AID2073: 9.2%; HIV fusion peptide: 0.6%

What do the screens show for `CCCC(NC(=O)CCc1c(C)c2cc3c4c(oc3c(C)c2oc1=O)CCCC4)C(=O)O` (centres undefined)?
AID2073: 25.8%; HIV fusion peptide: 9.6%

How did COCC(C)N1CCC(Oc2ccc(C(=O)N3CCCC3)cc2)CC1 (centres undefined) do in these assays?
AID2073: 13.7%; HIV fusion peptide: -0.3%

What do the screens show for `Brc1ccccc1C1Nc2cccc3cccc(c23)N1`?
AID2073: 5.8%; HIV fusion peptide: 53.3%

Results for CCC(=O)N1CCc2cc(S(=O)(=O)N3CCN(c4ccccc4)CC3)ccc21 ?
AID2073: 21.2%; HIV fusion peptide: -1.6%

How did COc1ccc(NC(=O)Cc2nnc(SCC(=O)Nc3nccs3)n2C)cc1 do in these assays?
AID2073: 5.0%; HIV fusion peptide: -0.6%

What do the screens show for `COc1ccc(N2CC(C(=O)Nc3ccc(S(=O)(=O)N4CCCC4)cc3)CC2=O)cc1` (centres undefined)?
AID2073: 23.1%; HIV fusion peptide: -1.8%

Results for COc1cccc(S(=O)(=O)NCC(=O)N2CCCC2)c1 ?
AID2073: 6.7%; HIV fusion peptide: -0.8%

What do the screens show for `COc1ccccc1CN1CC(C(=O)NCc2cccc(C)n2)CCC1=O` (centres undefined)?
AID2073: 30.7%; HIV fusion peptide: -1.5%

How did CCCn1c(C(C)Nc2nc(C)cs2)nc2cc(Cl)c(Cl)cc21 (centres undefined) do in these assays?
AID2073: -7.4%; HIV fusion peptide: 1.8%

What do the screens show for `CC(=O)Nc1c2c(nn1-c1ccccc1C)CSC2`?
AID2073: 9.0%; HIV fusion peptide: 1.2%

What do the screens show for `CCc1ccc(OCc2nnc(SCC(=O)NCC3CCCO3)n2C)cc1` (centres undefined)?
AID2073: 9.1%; HIV fusion peptide: 2.0%
